PTHR1 ag = qHTS for PTHR1 Agonists: Primary Screen; HEK293 GP2 PTHR1 cells, GloSensor cAMP luminescence, 1 h; actives 0.075% (n = 410,000); Parathyroid hormone/parathyroid hormone-related peptide receptor (Homo sapiens), Q03431; Potency, µM (series often up to 115 µM), for inactives: top-dose activation, usual class: activators; also: potency is read from the fitted curve at half-maximal effect; nearly all actives have a fitted effect of over 55% in size; some results filed as inactive show a strong effect at the top dose; inactives centre near -15; many of its hits are not listed in these tables
Target sequence (Q03431 whole entry, looked up): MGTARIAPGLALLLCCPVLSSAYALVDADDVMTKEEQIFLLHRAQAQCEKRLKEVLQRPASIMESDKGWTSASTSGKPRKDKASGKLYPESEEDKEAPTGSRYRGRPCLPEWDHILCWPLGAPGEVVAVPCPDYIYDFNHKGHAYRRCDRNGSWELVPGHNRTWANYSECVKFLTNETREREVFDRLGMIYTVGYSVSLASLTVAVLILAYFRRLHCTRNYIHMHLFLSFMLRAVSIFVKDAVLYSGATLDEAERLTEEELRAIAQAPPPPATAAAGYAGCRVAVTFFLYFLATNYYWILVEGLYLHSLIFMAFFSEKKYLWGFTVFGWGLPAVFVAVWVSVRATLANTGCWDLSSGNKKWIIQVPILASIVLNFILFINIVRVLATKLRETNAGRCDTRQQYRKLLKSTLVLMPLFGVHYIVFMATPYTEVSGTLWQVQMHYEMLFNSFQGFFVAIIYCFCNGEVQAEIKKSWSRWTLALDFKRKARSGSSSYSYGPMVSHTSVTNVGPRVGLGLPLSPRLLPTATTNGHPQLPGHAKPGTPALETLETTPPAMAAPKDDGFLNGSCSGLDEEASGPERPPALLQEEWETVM
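HEK-293-derived GP2 cells expressing PTHR1 and a GloSensor cAMP reporter, 3,000/well, plated overnight, given luciferin plus IBMX (each 0.5 mM as added) for 1 h at 37 °C, then compound for 1 h at 37 °C. Luminescence was read after 15 min at room temperature.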
Abeta yeast res = qHTS for compounds that reverse cellular toxicity of Amyloid beta (A-beta) peptide in yeast: Primary Screen | yeast expressing A-beta42, growth rescue, OD600, 48 h; response scale: 0% DMSO, 100% iron-clioquinol control | Potency, µM (top dose mostly 46.1 µM), for inactives: top-dose growth rescue, most hits filed as activators | actives 0.063% (n = 410,000); also: potency is read from the fitted curve at half-maximal effect; nearly all actives have a fitted effect of over 55% in size
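Yeast growth medium received pinned compounds, then yeast cells expressing toxic A-beta were added; plates incubated at 30 C for 48 hr. Growth read as absorbance at 600 nm, normalized to DMSO and equimolar FeCl3 plus clioquinol controls.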
GLP-1R inv ag = qHTS of GLP-1 Receptor Inverse Agonists (Inhibition Mode) | Glucagon-like peptide 1 receptor (Homo sapiens), P43220 | HEK293 GLP-1R CRE-luciferase, luminescence, 24 h; GLP-1R form is constitutively active | Potency, µM (top dose mostly 38.3 µM), for inactives: top-dose activity change, negative = inhibition, usual class: inhibitors | actives 1.6% (n = 410,000) | AID 624417, 2012; also: potency is read from the fitted curve at half-maximal effect; % is scaled to controls: 0 for no effect and ±100 for the full control effect; nearly all actives have a fitted effect of over 55% in size
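Cells are plated, allowed 12 hours at 37 deg C, then treated with compounds for 24 hr before luciferase detection reagent is added and luminescence is read after 12 min at room temperature. The HEK293 line carries constitutively active GLP-1R with a cAMP-responsive reporter.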
Akt phos inh = HTS Assay for Inhibitors of Akt Phophorylation: Primary Screen | Neuro2A IGF-stimulated pAkt S473 HTRF, 20 min; hits give low values | activity change, % for hits at 50 µM | actives 0.32% (n = 360,000); in the data active = activity change below about -80%; inconclusive = mostly about -51% to -80%; also: % is scaled to controls: 0 for no effect and ±100 for the full control effect
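Neuro2A cells in DMEM with 0.5% FBS, overnight at 37 deg C, given compound at single 50 µM final, then IGF (6 nM final) for 20 min at 37 deg C. Lysed; phospho-Akt Ser473 by HTRF after 24 h, 665/615 ratio.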
aSyn yeast inh = qHTS of alpha-syn Inhibitors | actives 0.14% (n = 370,000) | AID 652106, 2013 | Yeast expressing alpha-synuclein, growth rescue, BacTiter-Glo, 24 h | Potency, µM (top dose mostly 46.1 µM), for inactives: at the top dose growth rescue (activation), actives largely listed as activators; also: potency is read from the fitted curve at half-maximal effect; % of control where 0% means no effect; nearly all actives have a fitted effect of over 65% in size
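Rescue of yeast growth: cells expressing toxic alpha-synuclein, induced in galactose at OD600 0.02, incubated with compound 24 h at 30 C. ATP luminescence quantified growth; inhibitors of toxicity appear as activators.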
DRD3 antagonist = qHTS of D3 Dopamine Receptor Antagonist: qHTS; actives 2.5% (n = 360,000); D3R cells, DiscoveRx beta-arrestin luminescence, antagonist mode; hits give low values; max response, negative = inhibition, %; D(3) dopamine receptor (Homo sapiens), P35462; AID 652054, 2013; in the data active = max response below about -50%; inconclusive = no clear call, values can overlap the other calls; also: % is scaled to controls: 0 for no effect and ±100 for the full control effect; mostly tested at two doses, the higher about 12 µM
Target sequence (P35462 whole entry, looked up): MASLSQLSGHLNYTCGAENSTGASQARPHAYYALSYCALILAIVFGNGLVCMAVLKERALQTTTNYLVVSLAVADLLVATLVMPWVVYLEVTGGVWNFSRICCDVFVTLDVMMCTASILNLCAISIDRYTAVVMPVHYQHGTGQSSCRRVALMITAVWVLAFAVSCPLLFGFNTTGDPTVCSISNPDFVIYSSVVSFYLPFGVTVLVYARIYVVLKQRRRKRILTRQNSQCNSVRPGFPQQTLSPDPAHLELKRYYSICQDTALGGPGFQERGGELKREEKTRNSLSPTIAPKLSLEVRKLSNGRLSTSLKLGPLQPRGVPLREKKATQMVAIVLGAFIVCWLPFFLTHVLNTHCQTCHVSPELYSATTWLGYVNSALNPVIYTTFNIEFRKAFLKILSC
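Cells plated overnight at 1500 cells/well, then exposed to library compounds with dopamine controls for 90 minutes at 37 degrees C. DiscoveRx reagent added for 30–60 minutes at room temperature; luminescence read, quantitative HTS format.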
FUS yeast rescue = qHTS for Suppressors of FUS Proteinopathy: Primary screen using FUS-linked yeast assay | Potency, µM (series often up to 76.6 µM), for inactives: at the top dose growth rescue (activation), hits mostly activators | actives 0.24% (n = 390,000) | S. cerevisiae FUS-expressing, growth rescue, OD600, 24 h;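 also: potency is read from the fitted curve at half-maximal effect; plate controls were DMSO vehicle for no effect and reference control for full effect; nearly all actives have a fitted effect of over 55% in size; some results filed as inactive show a strong effect at the top dose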
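Read-out: OD at 600 nm after 24hr at 30C, reporting rescue of FUS-induced yeast toxicity. Cells at OD 0.005 in galactose (2%) minimal medium; compounds tested in a dilution series; CP55940 titration from 92uM final as control.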
GLP-1R agonist = qHTS of GLP-1 Receptor Agonists. Glucagon-like peptide 1 receptor (Homo sapiens), P43220. actives 0.007% (n = 380,000). AID 624172, 2012. HEK293 GLP-1R CRE-luciferase, luminescence, 4-6 h; cells express a hypersensitive GLP-1R form. Potency, µM (titrated, usually from 45.6 µM), for the others: at the highest dose activation, actives largely listed as activators; also: potency is read from the fitted curve at half-maximal effect; % of control where 0% means no effect
TDP-43 yeast inh = qHTS of TDP-43 Inhibitors; TDP-43 expressing yeast growth rescue, BacTiter-Glo, 24 h; Potency, µM (highest dose often 46.1 µM), without a hit: at the highest dose growth rescue (activation), hits mostly activators; actives 1.8% (n = 410,000); also: potency is read from the fitted curve at half-maximal effect; % of control where 0% means no effect; nearly all actives have a fitted effect of over 50% in size
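Yeast expressing TDP-43 (pregrown in raffinose, seeded at OD600=0.02 in galactose medium) exposed to compounds 24 hr at 30 deg C. Growth read by BacTiter-Glo luminescence; rescue of toxicity appears as increased signal.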
The depositor's hits bear a star; i = inactive; ? = inconclusive; / = not tested or not shown; [ ] = dose if it differs, or a comment. Unless noted, calls follow the shape of the dose curve; as a rule, active = well fitted curve in the direction sought with a large enough effect; inconclusive = small, poorly fitted or top-dose-only effect, or another doubt; inactive = no such curve, though single readings can be large; an effect the other way counts as inactive or inconclusive. Some of the compounds tested; rates above refer to the full screens.

1	CCNC(=O)C1CCCN1S(=O)(=O)c1ccc(OC)cc1 (stereo unspecified)
2	COc1ccc(NC(=O)Cn2c(=O)n(Cc3ccco3)c(=O)c3sc4ccccc4c32)c(OC)c1
3	Cc1nnc(SCC(=O)NCc2ccccc2Cl)[nH]c1=O
4	Cc1cc(S(=O)(=O)N2CCOCC2)ccc1OCC(=O)Nc1ccc(F)cc1
5	Cc1ccc(S(=O)(=O)NCN2C(=O)c3ccccc3C2=O)cc1
6	O=C(N/N=C\c1cccc([N+](=O)[O-])c1O)C1COc2ccccc2O1 (stereo unspecified)
7	Cc1oc2cc(O)cc(O)c2c(=O)c1-c1ccc2c(c1)OCCCO2
8	O=C(c1ccc(S(=O)(=O)Nc2ccccc2)cc1)N1CCCC(C(F)(F)F)C1 (stereo unspecified)
Assay by compound,1,2,3,4,5,6,7,8
PTHR1 ag,i,i,i,-18%,i,i,0%[57.5 µM],i
Abeta yeast res,11%,-5%,-9%,-17%,-4%,-88%[inhibitor],-10%,8%
GLP-1R inv ag,0%,-4%,-1%,3%,7%,-23%,2%,-25%
Akt phos inh,i,/,i,i,i,i,i,i
aSyn yeast inh,0%,/,-3%,-2%,-1%,6.3µM*,-11%,5%
DRD3 antagonist,8,/,3,-21,-6,?,6,7
FUS yeast rescue,11%,-4%,4%,30%,-17%,-3%,35%,35%
GLP-1R agonist,-9%,1%,-1%,2%,-1%,-10%,8%,0%
TDP-43 yeast inh,28%,10%,-19%[0.397 µM],15%,16%,11µM*,?,-8%

9	C[C@@H]1CN([C@H](C)CO)C(=O)CCCn2nncc2CO[C@H]1CN(C)S(=O)(=O)c1ccc(Oc2ccccc2)cc1
10	O=C(O)C1C2C=CC(C3CC23)C1C(=O)NCCc1ccccc1 (stereo unspecified)
11	Cc1ccc(C(C(=O)NC(C)(C)C)N(Cc2cccs2)C(=O)c2ccc3c(c2)OCCO3)cc1 (stereo unspecified)
12	COc1ccc(C2(C)NC(=O)N(CC(=O)NC3CCCC3)C2=O)cc1OC (stereo unspecified)
13	O=C(OCC(=O)N1CCc2ccccc21)c1ccc[n+]([O-])c1
14	O=C(O)c1cccnc1SC1CC(=O)N(CCc2ccccc2)C1=O (stereo unspecified)
15	CCCCCCCCOC(=O)C1=C(C)Nc2nnnn2C1c1cccs1 (stereo unspecified)
16	CC(Cc1cccnc1)NC(=O)c1cc(COc2ccc(F)cc2F)on1 (stereo unspecified)
Assay by compound,9,10,11,12,13,14,15,16
PTHR1 ag,-4%,i,-5%,-25%,i,-11%[57.5 µM],-8%,-44%[inhibitor]
Abeta yeast res,-16%,8%,-17%,21%,-3%,-9%,-71%[inhibitor],-4%
GLP-1R inv ag,8%,-3%,?,7%,2%,-28%,?,?
Akt phos inh,i,i,i,i,i,i,i,i
aSyn yeast inh,-1%,-1%,-4%,-3%,-1%,6%,-44%[inhibitor],7%
DRD3 antagonist,?,?,21,2,28,16,12,3
FUS yeast rescue,35%,19%,5%,-23%,5%,12%,19%,/
GLP-1R agonist,6%,24%,6%,-1%,0%,-8%,-39%[inhibitor],4%
TDP-43 yeast inh,9%,-6%,-25%,5%,-5%,-6%,-75%[inhibitor],-22%

17	CSCCC(NS(=O)(=O)c1ccc(C)cc1)C(=O)Nc1ccc(C)cn1 (stereo unspecified)
18	COc1ccc(CN(C(=O)c2cccc(OC)c2)C2CCS(=O)(=O)C2)cc1 (stereo unspecified)
19	CC1CCCN(S(=O)(=O)c2csc(C(N)=O)c2)C1 (stereo unspecified)
20	COc1ccccc1OCCOc1ccc(/C=C2\C(=N)N3N=C(C)SC3=NC2=O)cc1
21	CCCC(=O)N1CCC(Cc2ccccc2)CC1
22	COc1cc(NC(=O)C2CC(c3cccc(Br)c3)=NO2)cc(OC)c1OC (stereo unspecified)
23	CC(=O)Nc1ccccc1N(C)S(=O)(=O)c1ccc(C)cc1
24	COCCn1c(SCC(=O)N2CCCCCC2)nc2c([nH]c3ccccc32)c1=O
Assay by compound,17,18,19,20,21,22,23,24
PTHR1 ag,i,i,i,-22%,?,-37%[inhibitor],-2%,-17%
Abeta yeast res,5%,-6%,-5%,-2%,3%,-3%,-4%,5%
GLP-1R inv ag,1%,-12%,-18%,3%,-21%,-20%,?,20%
Akt phos inh,i,i,i,i,i,i,i,i
aSyn yeast inh,-1%,-8%,-5%,6%,2%,0%,6%,4%
DRD3 antagonist,0,6,-1,-24,0,22,-3,-9
FUS yeast rescue,10%,11%,-36%,33%,-24%,24%,15%,-3%
GLP-1R agonist,5%,16%,-1%,-6%,-5%,1%,-1%,12%
TDP-43 yeast inh,-10%,-22%,21%,-11%,0%,-8%,2%,15%

25	O=C(N/N=C\c1cccnc1)c1cc(-c2ccc(Cl)s2)[nH]n1
26	Cc1ccc(NC(=O)Nc2nnc(SCC(=O)N(C(C)C)C(C)C)s2)cc1
27	COC(=O)C(NC(=O)c1cccnc1Cl)C(C)C (stereo unspecified)
28	CSc1n[nH]c(NC2=CC(=O)CCC2)n1
29	O=C(Nc1ccc(F)cc1)c1cccnn1
30	NC(=O)Cn1cc(/C=N\NS(=O)(=O)c2ccc(Cl)cc2)c2ccccc21
31	CCn1c(SCC(=O)Nc2nccs2)nnc1-c1ccc(C)cc1
32	Cc1ccc(C(=O)c2oc3ccccc3c2NC(=O)c2cc(-c3ccccc3)on2)cc1F
Assay by compound,25,26,27,28,29,30,31,32
PTHR1 ag,-5%,-92%[inhibitor],i,i,-23%,i,-14%,-15%
Abeta yeast res,10%,7%,-6%,1%,-17%,28%,8%,-14%
GLP-1R inv ag,7%,-1%,6%,-14%,14%,?,3%,8%
Akt phos inh,i,/,i,i,i,i,i,/
aSyn yeast inh,0%,/,-4%,1%,0%,-1%,1%,/
DRD3 antagonist,7,/,3,-25,-15,-9,31,/
FUS yeast rescue,-18%,4%,4%,-2%,-19%,-9%,5%,-4%
GLP-1R agonist,-7%,/,5%,12%,-5%,2%,-7%,/
TDP-43 yeast inh,16%,0%,-14%,-37%[inhibitor],15%,2%,25%,7%

33	COCCN1CCn2c(nc3cc(Nc4nnc(C)c5ccccc45)ccc32)C1
34	O=C(c1ccco1)N1CCN(Cc2nnc(-c3cccc(Cl)c3)o2)CC1
35	S=C(c1ccc(-c2ccccc2Cl)o1)N1CCOCC1
36	CCOc1ccc(OCCn2c(=S)[nH]c3ccccc32)cc1
37	CCC(C)c1ccccc1NC(=O)COC(=O)c1ccc2c(c1)S(=O)(=O)c1ccccc1C2=O (stereo unspecified)
38	Cc1ccc(Cc2c(C)nc3nc(SCC(=O)NCCCN4CCCCCC4)nn3c2C)cc1
39	Cc1c(Cl)c(-c2n[nH]c(=S)n2CC(C)C)nn1C
40	O=C(/C=C/c1ccc(OCc2ccccc2)c(OCc2ccccc2)c1)c1cccnc1
Assay by compound,33,34,35,36,37,38,39,40
PTHR1 ag,i,i,-17%[57.5 µM],-26%,i,i,i,-2%
Abeta yeast res,-1%,-1%,-94%[inhibitor],?,-4%,-14%,0%,10%
GLP-1R inv ag,4%,2%,-13%,?,39%[activator],?,13%,?
Akt phos inh,i,i,i,i,i,i,i,i
aSyn yeast inh,15%,10%,-17%,0%,-3%,-16%,-12%,15%
DRD3 antagonist,13,-7,13,-3,15,-9,0,-13
FUS yeast rescue,7%,-17%,19%,?,17%,26%,/,31%
GLP-1R agonist,2%,14%,19%,1%,16%,9%,-5%,22%
TDP-43 yeast inh,-6%,3%,?,17%,-17%,-23%,11%,-4%

Reformatted with two lines to a compound: four of the compounds above
Values run as follows: PTHR1 ag	Abeta yeast res	GLP-1R inv ag	Akt phos inh	aSyn yeast inh	DRD3 antagonist	FUS yeast rescue	GLP-1R agonist	TDP-43 yeast inh
#33 COCCN1CCn2c(nc3cc(Nc4nnc(C)c5ccccc45)ccc32)C1
 : i	-1%	4%	i	15%	13	7%	2%	-6%
#40 O=C(/C=C/c1ccc(OCc2ccccc2)c(OCc2ccccc2)c1)c1cccnc1
 : -2%	10%	?	i	15%	-13	31%	22%	-4%
#36 CCOc1ccc(OCCn2c(=S)[nH]c3ccccc32)cc1
 : -26%	?	?	i	0%	-3	?	1%	17%
#34 O=C(c1ccco1)N1CCN(Cc2nnc(-c3cccc(Cl)c3)o2)CC1
 : i	-1%	2%	i	10%	-7	-17%	14%	3%

(continued)
41	CC1(C)N=C(SCC(=O)Nc2ccc(Cl)cc2)C(c2ccccc2)=N1
42	CC(c1ccccn1)C(C)(O)C(C)c1ccccn1 (stereo unspecified)
43	O=C(O)CCC(=O)N1N=C(c2ccccc2)CC1c1cccs1 (stereo unspecified)
44	Cc1cccc(C)c1NC(=O)C(c1ccccc1)N1CC(=O)Nc2ccccc21 (stereo unspecified)
Assay by compound,41,42,43,44
PTHR1 ag,-9%[57.5 µM],i,-8%,13%
Abeta yeast res,5%,7%,-6%,-17%
GLP-1R inv ag,?,0%,23%,-17%
Akt phos inh,i,i,i,i
aSyn yeast inh,0%,0%,9%,-1%
DRD3 antagonist,20,7,-4,-24
FUS yeast rescue,22%,-8%,12%,7%
GLP-1R agonist,5%,-2%,7%,2%
TDP-43 yeast inh,32µM*,28%,-20%,-17%
